From PubChem
TcdB inh – TcdB glycohydrolase inhibitors, primary screen, biochemical, single point, plate reader. 350,000 compounds, 0.24% hits. Toxin B (Clostridioides difficile), P18177. TcdB glycohydrolase enzymatic assay. inhibition, % at 9.99 µM; in the data active means inhibition above about 10%
Active calls of the source: *; & = joins results of further samples.

CN1CCN(C(=O)C[C@@H]2CC[C@@H]3[C@H](COC[C@H](O)CN3Cc3cccc(Cl)c3)O2)CC1
  TcdB inh: -2.5
C[C@@H]1CN([C@@H](C)CO)C(=O)c2cccc(NS(=O)(=O)c3cccs3)c2O[C@@H]1CN(C)C(=O)Nc1ccc2c(c1)OCO2
  TcdB inh: -0.1
O=C(N[C@@H]1CC[C@H](CCNS(=O)(=O)c2ccccc2)O[C@@H]1CO)c1cccc(F)c1
  TcdB inh: -0.4
N#C[C@H]1[C@H](c2ccccc2C2=CCCCC2)[C@@H](CO)N1C(=O)CN1CCOCC1
  TcdB inh: 0.6
C[C@@H]1CN([C@H](C)CO)C(=O)c2cccc(NC(=O)c3ccc(-c4nccs4)cc3)c2O[C@@H]1CN(C)C(=O)NC1CCCCC1
  TcdB inh: 0.8
Cc1ccc(S(=O)(=O)N(C)C[C@H]2Oc3ccc(NC(=O)Nc4ccc(C(F)(F)F)cc4)cc3CC(=O)N([C@H](C)CO)C[C@@H]2C)cc1
  TcdB inh: -1.0
COc1ccc2c3c([nH]c2c1)[C@@H](CO)N(Cc1ccccc1)CC31CCN(CC2CC2)CC1
  TcdB inh: -2.7
COc1ccc(NC(=O)Nc2ccc3c(c2)C(=O)N([C@@H](C)CO)C[C@H](C)[C@H](CN(C)S(=O)(=O)c2ccc(Cl)cc2)OCCCC[C@@H](C)O3)cc1
  TcdB inh: -0.8
C[C@H](CO)N1C[C@H](C)[C@H](CN(C)Cc2ccc(Oc3ccccc3)cc2)Oc2c(NC(=O)C3CCOCC3)cccc2C1=O
  TcdB inh: 0.0
COC(=O)[C@H]1[C@H](CO)[C@H]2Cn3c(ccc(-c4ccccc4)c3=O)[C@@H]1N2CCc1ccccc1
  TcdB inh: 1.1
O=C(C[C@H]1CC[C@H]2[C@@H](COC[C@@H](O)CN2Cc2cccc(F)c2)O1)NCc1cccc(F)c1
  TcdB inh: -0.5
CO[C@@H]1CN(C)C(=O)c2ccc(NC(=O)Nc3c(C)noc3C)cc2OC[C@H](C)N(CC2CC2)C[C@H]1C
  TcdB inh: 0.0
CNC[C@@H]1OCCCC[C@@H](C)Oc2ccc(NS(=O)(=O)c3cccs3)cc2C(=O)N([C@H](C)CO)C[C@@H]1C
  TcdB inh: -2.5
COc1ccc(S(=O)(=O)N(C)C[C@H]2OCCCC[C@@H](C)Oc3ccc(NS(=O)(=O)c4c(C)noc4C)cc3C(=O)N([C@H](C)CO)C[C@H]2C)cc1
  TcdB inh: 0.1
CCCNC(=O)Nc1ccc2c(c1)C(=O)N(C)C[C@@H](OC)[C@H](C)CN(Cc1cccnc1)[C@@H](C)CO2
  TcdB inh: -17

An excerpt from above in order of SMILES length, lowest first:
COc1ccc2c3c([nH]c2c1)[C@@H](CO)N(Cc1ccccc1)CC31CCN(CC2CC2)CC1
  TcdB inh: -2.7
O=C(N[C@@H]1CC[C@H](CCNS(=O)(=O)c2ccccc2)O[C@@H]1CO)c1cccc(F)c1
  TcdB inh: -0.4
COc1ccc(S(=O)(=O)N(C)C[C@H]2OCCCC[C@@H](C)Oc3ccc(NS(=O)(=O)c4c(C)noc4C)cc3C(=O)N([C@H](C)CO)C[C@H]2C)cc1
  TcdB inh: 0.1

(further entries)
COc1ccc(S(=O)(=O)Nc2ccc3c(c2)CC(=O)N([C@@H](C)CO)C[C@@H](C)[C@@H](CN(C)Cc2ccc4c(c2)OCO4)O3)cc1
  TcdB inh: -4.6
C[C@H](CO)N1C[C@H](C)[C@@H](CN(C)C(=O)Cc2ccncc2)Oc2ncc(C#CC3(O)CCCC3)cc2C1=O
  TcdB inh: 0.2
C[C@@H]1CN([C@@H](C)CO)C(=O)c2cccc(N(C)C)c2O[C@H]1CN(C)Cc1ccc(C(F)(F)F)cc1
  TcdB inh: -0.2
O=C(C[C@H]1CC[C@@H]2[C@H](COC[C@H](O)CN2C(=O)Nc2ccc(F)cc2)O1)NCCc1ccccc1
  TcdB inh: 0.5
C[C@H](NC(=O)C[C@H]1C=C[C@@H](NC(=O)Nc2ccc3c(c2)OCO3)[C@H](CO)O1)c1ccccc1
  TcdB inh: -0.3
C[C@H](CO)N1C[C@H](C)[C@H](CN(C)C(=O)NC2CCCC2)Oc2ncc(Br)cc2C1=O
  TcdB inh: -0.2&0.3
O=C(C[C@H]1C=C[C@H](NC(=O)c2ccncc2)[C@@H](CO)O1)Nc1ccccc1
  TcdB inh: -0.3
C[C@@H]1CCCCO[C@H](CN(C)C(=O)Nc2ccccc2)[C@H](C)CN([C@@H](C)CO)C(=O)c2cc(NC(=O)CCCN(C)C)ccc2O1
  TcdB inh: 1.4
CC=Cc1ccc2n(c1=O)C[C@H]1[C@H](CO)[C@@H](C(=O)NCCC)N(CC3CCOCC3)[C@@H]21 (mixture of isomers)
  TcdB inh: -0.2
C[C@@H]1CN([C@H](C)CO)C(=O)c2cccc(NC(=O)c3nc4ccccc4s3)c2O[C@H]1CN(C)C(=O)Nc1ccc(F)cc1
  TcdB inh: -1.1
O=C(C[C@H]1C[C@@H]2c3cc(NC(=O)NC4CCCC4)ccc3O[C@@H]2[C@@H](CO)O1)NCc1ccc2c(c1)OCO2
  TcdB inh: -0.2
CNC(=O)C[C@@H]1CC[C@H]2[C@H](COc3ccc(NC(=O)Nc4ccc(Cl)cc4)cc3C(=O)N2C)O1
  TcdB inh: -2.0
CCC(=O)Nc1ccc2c(c1)C(=O)N(C)[C@H]1CC[C@H](CC(=O)O)O[C@H]1CO2
  TcdB inh: -0.3
C[C@H]1CN([C@@H](C)CO)C(=O)c2cc(C#Cc3ccc(F)cc3)cnc2O[C@H]1CN(C)C
  TcdB inh: 0.6
Cc1noc(C)c1S(=O)(=O)N(C)C[C@@H]1Oc2c(NC(=O)c3nc4ccccc4s3)cccc2C(=O)N([C@H](C)CO)C[C@@H]1C
  TcdB inh: 0.0

COC(=O)C[C@@H]1C=C[C@@H](NC(=O)Nc2ccc(C(F)(F)F)cc2)[C@@H](CO)O1
  TcdB inh: -1.7
COCC(=O)Nc1ccc2c(c1)C(=O)N(C)C[C@@H](OC)[C@H](C)CN(Cc1cccc(F)c1)[C@H](C)CO2
  TcdB inh: -4.5
C[C@H]1CN([C@@H](C)CO)S(=O)(=O)c2ccc(-c3cccnc3)cc2O[C@@H]1CN(C)CC1CC1
  TcdB inh: 0.4
C[C@H](CO)N1C[C@H](C)[C@H](CN(C)Cc2ccccc2)Oc2ncc(/C=C/c3ccccc3)cc2C1=O
  TcdB inh: -0.9&-2.2
C[C@H]1CN([C@@H](C)CO)C(=O)c2cc(C#Cc3cccc(F)c3)cnc2O[C@@H]1CN(C)Cc1ccccn1
  TcdB inh: 0.4
O=C1CN(Cc2ccccc2)C[C@@H]2[C@H](c3ccc(-c4ccccc4F)cc3)[C@@H](CO)N12
  TcdB inh: -0.2
CN1C(=O)c2cc(NC(=O)Cc3cccs3)ccc2OC[C@H]2O[C@H](CC(=O)NCCc3ccncc3)CC[C@H]21
  TcdB inh: -0.2
C[C@H]1CN([C@@H](C)CO)C(=O)Cc2cc(NC(=O)CCN3CCOCC3)ccc2O[C@@H]1CN(C)Cc1ccncc1
  TcdB inh: 0.0
COc1ccc2c3c([nH]c2c1)[C@H](CO)N(C(=O)C1CCC1)CC31CCN(C(=O)c2ccncc2)CC1
  TcdB inh: 0.0
C[C@@H]1CCCCO[C@@H](CN(C)S(=O)(=O)c2cccs2)[C@@H](C)CN([C@H](C)CO)C(=O)c2cc(NC(=O)Nc3ccc(F)cc3)ccc2O1
  TcdB inh: 1.6
CC(C)CC#Cc1cnc2c(c1)C(=O)N([C@@H](C)CO)C[C@@H](C)[C@@H](CN(C)S(=O)(=O)c1cccs1)O2
  TcdB inh: -1.3
CNC[C@@H]1Oc2cc(-c3ccncc3)ccc2S(=O)(=O)N([C@H](C)CO)C[C@H]1C
  TcdB inh: -0.2
COc1cccc(S(=O)(=O)Nc2ccc3c(c2)[C@H]2C[C@H](CC(=O)NC4CCCCC4)O[C@H](CO)[C@H]2O3)c1
  TcdB inh: -1.1
C[C@@H]1CN([C@@H](C)CO)C(=O)c2cccc(NC(=O)Nc3ccc(F)cc3)c2O[C@@H]1CN(C)CC1CC1
  TcdB inh: 0.0
O=C(Cc1cccnc1)N1CC2(C1)[C@H](c1ccccc1)[C@H](CO)N2C(=O)C1CCOCC1
  TcdB inh: -1.7

The list goes on; it opens with the five that closed the last part.
Structure	TcdB inh
CC(C)CC#Cc1cnc2c(c1)C(=O)N([C@@H](C)CO)C[C@@H](C)[C@@H](CN(C)S(=O)(=O)c1cccs1)O2	-1.3
CNC[C@@H]1Oc2cc(-c3ccncc3)ccc2S(=O)(=O)N([C@H](C)CO)C[C@H]1C	-0.2
COc1cccc(S(=O)(=O)Nc2ccc3c(c2)[C@H]2C[C@H](CC(=O)NC4CCCCC4)O[C@H](CO)[C@H]2O3)c1	-1.1
C[C@@H]1CN([C@@H](C)CO)C(=O)c2cccc(NC(=O)Nc3ccc(F)cc3)c2O[C@@H]1CN(C)CC1CC1	0.0
O=C(Cc1cccnc1)N1CC2(C1)[C@H](c1ccccc1)[C@H](CO)N2C(=O)C1CCOCC1	-1.7
CCCC#Cc1ccc2c(c1)O[C@H](CN(C)Cc1ccccn1)[C@@H](C)CN([C@H](C)CO)S2(=O)=O	-16
C[C@H]1CN([C@@H](C)CO)C(=O)c2cc(NS(=O)(=O)c3ccc(Cl)cc3)ccc2O[C@H]1CN(C)C	-3.1
C[C@@H]1CN([C@@H](C)CO)C(=O)c2cc(NS(=O)(=O)c3ccc(F)cc3)ccc2O[C@@H]1CN(C)S(=O)(=O)c1cccs1	0.3
O=C(NCC[C@@H]1CC[C@H](NC(=O)C2CCOCC2)[C@H](CO)O1)c1ccc(F)cc1	-7.4
CC(C)NC(=O)Nc1ccc2c(c1)C(=O)N([C@@H](C)CO)C[C@H](C)[C@@H](CN(C)C(=O)Nc1ccccc1)OCCCC[C@H](C)O2	0.5
Cc1ccc(-c2ccc3c(c2)O[C@@H](CN(C)C(=O)C2CCC2)[C@H](C)CN([C@H](C)CO)S3(=O)=O)cc1	0.1
CCCC#Cc1ccc([C@H]2[C@@H](CO)N3CCCCN(Cc4ccncc4)C[C@@H]23)cc1	-0.4
COc1ccccc1-c1ccc([C@H]2[C@H](C#N)N(C(=O)C3CCC3)[C@H]2CO)cc1	-1.0
O=C(C[C@@H]1CC[C@@H]2[C@H](COC[C@H](O)CN2CC2CCOCC2)O1)NCC1CCCCC1	0.6
CC(=O)N(C)C[C@@H]1Oc2cc(-c3ccccc3F)ccc2S(=O)(=O)N([C@H](C)CO)C[C@@H]1C	-0.1
CN1CCN(C(=O)c2cc3c(c(-c4cccc(-c5ccc(C#N)cc5)c4)n2)[C@@H](CCO)N([S@](=O)C(C)(C)C)C3)CC1	0.7
CCCN1C[C@H](C)[C@@H](OC)CN(C)C(=O)c2ccc(NC(=O)Nc3c(C)noc3C)cc2OC[C@@H]1C	0.3
CC(C)NC(=O)Nc1ccc2c(c1)C(=O)N([C@@H](C)CO)C[C@@H](C)[C@@H](CN(C)S(=O)(=O)c1ccc(F)cc1)OCCCC[C@@H](C)O2	1.4
CCCN(C)C[C@H]1OCCCC[C@@H](C)Oc2ccc(NS(=O)(=O)c3ccc(C)cc3)cc2C(=O)N([C@H](C)CO)C[C@H]1C	0.4
C[C@H](CO)N1C[C@H](C)[C@H](CN(C)C(=O)c2ccccc2)OCCCC[C@H](C)Oc2ccc(NC(=O)Nc3ccccc3)cc2C1=O	-0.7
CN1c2ccc(-c3ccc(C#N)cc3)cc2[C@@H]2[C@@H](CCN2C(=O)CC2CC2)[C@@H]1CO	0.2
CN1C(=O)c2cc(NC(=O)c3cscn3)ccc2OC[C@H]2O[C@@H](CC(=O)N3CCOCC3)CC[C@H]21	0.8
C[C@@H]1CN([C@H](C)CO)C(=O)c2cccc(NC(=O)Nc3ccc4c(c3)OCO4)c2O[C@@H]1CN(C)Cc1ccc(C(=O)Nc2ccccc2N)cc1	0.2
CC(C)NC(=O)N(C)C[C@H]1Oc2ncc(C#Cc3ccncc3)cc2C(=O)N([C@@H](C)CO)C[C@@H]1C	0.6
COc1ccc2c3c([nH]c2c1)[C@@H](CO)N(C(=O)NC(C)C)CC31CCN(C(=O)c2ccccn2)CC1	0.2
CCCNC(=O)N1CC2(CN(C(=O)C3CCCC3)C2)c2c([nH]c3cc(OC)ccc23)[C@H]1CO	3.2
CC(C)NC(=O)N(C)C[C@@H]1Oc2ncc(C#CC(C)(C)O)cc2C(=O)N([C@H](C)CO)C[C@@H]1C	-0.8
O=C(C[C@H]1C=C[C@H](NC(=O)c2cccc(F)c2)[C@H](CO)O1)NCc1ccccc1	0.4
CCCC(O)C#Cc1cnc2c(c1)C(=O)N([C@H](C)CO)C[C@H](C)[C@H](CN(C)C)O2 (stereo partly specified)	0.9
CC(C)NC(=O)Nc1cccc2c1O[C@H](CN(C)Cc1ccc(-c3ccccc3)cc1)[C@@H](C)CN([C@H](C)CO)C2=O	1.6
Cc1noc(C)c1NC(=O)Nc1ccc2c(c1)C(=O)N([C@@H](C)CO)C[C@H](C)[C@H](CN(C)S(=O)(=O)c1cccs1)OCCCC[C@@H](C)O2	-1.7
O=C(C1CCCC1)N1CC(=O)N2[C@H](C1)[C@@H](c1ccc(-c3ccccc3F)cc1)[C@@H]2CO	0.0
CCCC#Cc1ccc([C@@H]2[C@@H](CO)N3C(=O)CN(C(=O)Nc4cccc(F)c4)C[C@@H]23)cc1	-1.2
C[C@H](CO)N1C[C@H](C)[C@@H](CN(C)Cc2ccncc2)Oc2c(NC(=O)C3CCOCC3)cccc2C1=O	-1.2
CO[C@H](CN(C)C(=O)c1cnccn1)[C@H](C)CN([C@H](C)CO)S(=O)(=O)c1ccc(C)cc1	-0.1
C[C@@H]1CN([C@H](C)CO)C(=O)c2cc(-c3cncnc3)cnc2O[C@H]1CN(C)C(=O)Nc1ccc2c(c1)OCO2	-0.8
COc1ccc2c3c([nH]c2c1)[C@@H](CO)N(S(C)(=O)=O)CC31CCN(CC2CCCC2)CC1	0.3
O=C(c1ccccn1)N1CC2(C1)[C@H](c1ccccc1)[C@@H](CO)N2C(=O)CC1CC1	-1.6
O=S(=O)(N[C@@H]1CC[C@@H](CCNS(=O)(=O)c2ccccc2Cl)O[C@H]1CO)c1ccccc1	-1.4
O=C(O)[C@H]1[C@H](CO)[C@H]2Cn3c(ccc(C4=CCCCC4)c3=O)[C@H]2N1Cc1ccccc1F	-4.3
C[C@@H]1CCCCO[C@H](CN(C)C(=O)NC2CCCCC2)[C@@H](C)CN([C@H](C)CO)C(=O)c2cc(NC(=O)CCCN(C)C)ccc2O1	-0.9

A portion of the library; the hit share may differ from the screen's.
